mHTT CaM bind: mutant huntingtin-calmodulin interaction inhibitors – biochemical, AlphaScreen, primary screen; P42858; AlphaScreen His-mHTT/GST-CaM binding, luminescence; 190,000 tested, 3.6% active; inhibition, % at 15 µM;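 also: 0% = both proteins with DMSO and 100% = one protein alone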
Pf apPOL block: Pf-apPOL inhibitors, biochemical, fluorescence | inhibition, % at 10 µM | 210,000 tested, 0.25% active | AID 1794808, 2022 | Recombinant Pf-apPOL, molecular beacon fluorescence, 1.5 h
An asterisk follows results filed as active; & = joins results of further samples. Rule as the data show it: active = inhibition above about 50%; inactive = the rest.

For Cc1nnc(NC(=O)c2cc(-c3ccccc3)n(C3CCS(=O)(=O)C3)n2)s1 (stereo not drawn) the results were mHTT CaM bind -18 and Pf apPOL block 5.
Screening O=C(NCc1ccco1)C1CCCN(c2cc(-n3cccn3)ncn2)C1 (stereo not drawn) returned mHTT CaM bind -5 and Pf apPOL block -3.
Screening COc1ccc(NC(=O)N2CCCCCC2c2cccs2)c(OC)c1 (stereo not drawn) returned mHTT CaM bind 10 and Pf apPOL block -2.
COCCNC(=O)c1cn2cccc(C)c2n1 was read as mHTT CaM bind -8 and Pf apPOL block 1.
`CCOc1ccc(S(=O)(=O)NC2CC(=O)N(C3CC3)C2)cc1` (stereo not drawn) gave mHTT CaM bind -13 and Pf apPOL block -3.
Screening C#CCOc1ccc(Cl)cc1/C=C1/C(=O)ON=C1C returned mHTT CaM bind 12 and Pf apPOL block 3.
Cc1c(N)cccc1-c1nc2cc(Cl)ccc2o1 was read as mHTT CaM bind -10 and Pf apPOL block -7.
O=C1OC(c2ccc(Br)cc2)=N/C1=C\c1ccccc1Br was read as mHTT CaM bind -4 and Pf apPOL block -1.
For CCN1c2ccc(F)cc2C(=O)NC12CCN(C(=O)c1ccc(Cl)cc1)CC2 the results were mHTT CaM bind 6 and Pf apPOL block -2.
O=C(CN1C(=O)/C(=C/c2ccc(C(F)(F)F)cc2)Sc2ccccc21)N1CCOCC1 was read as mHTT CaM bind 43 and Pf apPOL block -1.
`Cc1cccc(NC(=O)c2n[nH]c(=O)c3ccccc23)n1` gave mHTT CaM bind 6 and Pf apPOL block 2.
For Cc1nc(C(=O)NCc2ccccc2)c(C)n1C1CCN(S(C)(=O)=O)CC1 the results were mHTT CaM bind 3 and Pf apPOL block -4.
For COc1cc(C2NN(C)C3C(=O)NC(=O)C23)ccc1O (stereo not drawn) the results were mHTT CaM bind -4&0 and Pf apPOL block -4&-5.
Screening NC(=O)C1CCN(c2nc(-c3ccccc3)cs2)CC1 returned mHTT CaM bind 6 and Pf apPOL block -3.
Screening O=C(Nc1nccs1)C1CCN(C(=O)Cn2ccc3ccccc32)CC1 returned mHTT CaM bind -3 and Pf apPOL block -5.
Screening Cc1cc(C)nc(Nc2ncc(O)n2-c2ccc(Cl)cc2)n1 returned mHTT CaM bind 2 and Pf apPOL block 52*.
Screening COc1cc(C=NNC(=O)c2cc(-c3ccccc3)sc2N)cc(OC)c1OC returned Pf apPOL block 4.
`CCc1c(C(=O)NCc2ccccn2)c(C)nn1-c1ccccc1` gave mHTT CaM bind 16 and Pf apPOL block -6.
O=C(Nc1ccc(-c2nc3ccccc3s2)c(O)c1)c1cccc(F)c1 was read as mHTT CaM bind -2 and Pf apPOL block -3.
For COc1nccnc1N1CCC(NC(=O)COc2ccc(F)cc2)C1 (stereo not drawn) the results were mHTT CaM bind 19 and Pf apPOL block 2.
`CCc1ccc(OCCCC(=O)Nc2cc(OC)ccc2OC)cc1` gave mHTT CaM bind -2 and Pf apPOL block -7.
Screening O=C(C1CC=CCC1)N1CCC(CSC2=NCCS2)CC1 (stereo not drawn) returned mHTT CaM bind -3 and Pf apPOL block -13.
`O=C1c2ccccc2C2(c3ccccc3)N1CCN2C(=O)C(Cl)(Cl)Cl` (stereo not drawn) gave Pf apPOL block 4.
`COc1cc(C2C(C#N)=C(N)Oc3n[nH]c(-c4cccs4)c32)cc(OC)c1O` (stereo not drawn) gave mHTT CaM bind 19 and Pf apPOL block 7.
For COc1ccc(S(=O)(=O)N2CCc3nc(NC(=O)c4ccco4)sc3C2)cc1 the results were mHTT CaM bind 28 and Pf apPOL block -5.
`O=C(c1cn2c(n1)COCC2)N1CCCCC1` gave mHTT CaM bind -9 and Pf apPOL block -4.
For O=[N+]([O-])c1ccc(S(=O)(=O)Nc2ccc(Br)cc2)cc1 the results were mHTT CaM bind 6 and Pf apPOL block -2.
`Cn1ncc(N2CCCC(C(=O)N3CCN(c4ccc(Cl)cc4)CC3)C2)cc1=O` (stereo not drawn) gave mHTT CaM bind 30 and Pf apPOL block -7.
Screening COc1ccc(-c2cn(-c3ccc(Cl)cc3)c(=O)[nH]2)cc1 returned mHTT CaM bind 20 and Pf apPOL block 3.
`CCCCOc1ccc2c(=O)c3ccc(O)cc3oc2c1` gave mHTT CaM bind -4&-5 and Pf apPOL block -8&-4.
CCN1C(=O)c2cccnc2Sc2cc(CNC(=O)C3CCC3)ccc21 was read as mHTT CaM bind 5 and Pf apPOL block 3.
O=C(NC1CCCCC1)NC1CCCCC1 was read as mHTT CaM bind -7 and Pf apPOL block -2.
`Cn1c(-c2ccc(C=O)s2)nc2ccccc21` gave mHTT CaM bind 2 and Pf apPOL block -5.
CCOc1cccc(OCCCN2CCCCC2)c1 was read as mHTT CaM bind 4 and Pf apPOL block -4.
`O=C(Nc1c(C(=O)Nc2ccccc2)oc2ccccc12)c1ccccc1Br` gave mHTT CaM bind -5 and Pf apPOL block -2.
For COc1ccc(CCS(=O)(=O)NCC(c2ccco2)N2CCc3ccccc3C2)cc1 (stereo not drawn) the results were mHTT CaM bind -11 and Pf apPOL block -5.
`Cn1c(=O)[nH]c(=O)c2c1nc(N1CCC(C(N)=O)CC1)n2CCSc1ncccn1` gave mHTT CaM bind -3 and Pf apPOL block -5.
`Cc1ccccc1S(=O)(=O)CC(SC#N)c1ccccc1` (stereo not drawn) gave mHTT CaM bind -9 and Pf apPOL block -4.
For COc1ccc(C(O)=C2C(=O)C(=O)N(Cc3cccnc3)C2c2ccccc2F)cc1 (stereo not drawn) the results were mHTT CaM bind -4 and Pf apPOL block -1.
CCOc1ccc(NS(=O)(=O)c2ccc(NC(=O)c3ccc(F)cc3)cc2)cc1 was read as mHTT CaM bind 0 and Pf apPOL block -8.
For Cc1cc(C)c(CSCCNC(=O)Nc2ccc(Cl)cc2)c(C)c1 the results were Pf apPOL block 5.
For O=C(NCc1ccccc1)c1nc2nc(-c3cccs3)cc(C(F)(F)F)n2n1 the results were mHTT CaM bind 23 and Pf apPOL block -7.
`CC(=O)Nc1cccc(N2CC(C(=O)Nc3ccc(C)c(Cl)c3)CC2=O)c1` (stereo not drawn) gave mHTT CaM bind -1 and Pf apPOL block 2.
Screening O=C(CN1C(=O)C(=O)c2ccccc21)Nc1ccc(Br)cc1 returned mHTT CaM bind 20 and Pf apPOL block -1.
CCC(=O)N1CCc2cc(S(=O)(=O)CCC(=O)N3c4ccccc4CC3C)ccc21 (stereo not drawn) was read as mHTT CaM bind 4 and Pf apPOL block 1.
Screening COc1cc(Cl)c(S(=O)(=O)NCc2cccnc2)cc1Cl returned mHTT CaM bind 0 and Pf apPOL block 0.
CCc1onc(C)c1C1CCCN1C(=O)c1cc(-c2ccccc2)on1 (stereo not drawn) was read as mHTT CaM bind 0 and Pf apPOL block -2.
COc1ccc(CC(=O)NC2=NC(=O)C(C)S2)cc1 (stereo not drawn) was read as mHTT CaM bind 4 and Pf apPOL block -6.

Quoted at random: 2 entries already listed, in no set order.
Screening COc1cc(Cl)c(S(=O)(=O)NCc2cccnc2)cc1Cl returned mHTT CaM bind 0 and Pf apPOL block 0.
CCc1onc(C)c1C1CCCN1C(=O)c1cc(-c2ccccc2)on1 (stereo not drawn) was read as mHTT CaM bind 0 and Pf apPOL block -2.

(further entries)
For O=C(Nc1ccc(C2(C(=O)N3CCN(c4ccccc4F)CC3)CCC2)cc1)C1CC1 the results were mHTT CaM bind -3 and Pf apPOL block -4.
COC(=O)CCCn1cc(CN2CC(N3CC=CC3)CS2(=O)=O)nn1 (stereo not drawn) was read as mHTT CaM bind -6 and Pf apPOL block 1.
COc1ccccc1N1CCN2c3ccccc3CC(C(=O)N3CCOCC3)C2C1 (stereo not drawn) was read as mHTT CaM bind 22 and Pf apPOL block -2.
`COc1ccc(C(=O)NCC2(c3ccccc3)CCOCC2)c(OC)c1` gave mHTT CaM bind 7 and Pf apPOL block 2.
`COc1ccc(OC)c(Nc2ncc3c(n2)CCN(Cc2ccc(F)cc2)C3)c1` gave mHTT CaM bind 3 and Pf apPOL block 0.
Cc1cccc(CNC(=O)c2nn(C)c3c2CN(C(=O)c2cccc(F)c2)CC3)c1 was read as mHTT CaM bind 71* and Pf apPOL block -6.
Screening COc1ccc(-c2nnc3n2CCN(Cc2ccc(C)o2)C3)cc1 returned mHTT CaM bind 3 and Pf apPOL block 0.
`COc1ccc([C@H]2C[C@@H](O)[C@H](n3cc(C4CC4)nn3)CN2Cc2cccs2)cc1` gave mHTT CaM bind 12 and Pf apPOL block -3.
Screening c1ccc(CN2C3=NCCN3c3ccccc32)cc1 returned mHTT CaM bind 2 and Pf apPOL block -4.
Screening CC(C)N(C(=O)c1ccc(C(=O)Nc2ccc(Br)cc2)cc1)C(C)C returned mHTT CaM bind -7 and Pf apPOL block -6.
CS(=O)(=O)N1CCN(c2ccc(C(=O)NC3C4CC5CC(C4)CC3C5)cc2[N+](=O)[O-])CC1 (stereo not drawn) was read as mHTT CaM bind 24 and Pf apPOL block -4.
`CCOc1ccc(NC(=O)c2nnn3c2COC(c2ccc(Cl)cc2)C3)cc1` (stereo not drawn) gave mHTT CaM bind 13 and Pf apPOL block -3.
O=C(NCc1ccco1)NC1(C(F)(F)F)Oc2ccccc2O1 was read as mHTT CaM bind -2 and Pf apPOL block -2.
O=[N+]([O-])c1ccc(OCCN2CCCCC2)cc1 was read as mHTT CaM bind -4 and Pf apPOL block 0.
For O=C(CN1CCCCCC1)N1CCCc2c1c(=O)oc1ccc(O)cc21 the results were mHTT CaM bind -5 and Pf apPOL block -13.
Screening COc1cc(N)c(Cl)cc1NC(=O)c1ccccc1 returned mHTT CaM bind 13 and Pf apPOL block 3.
For c1ccc(-c2noc(-c3ccc(N4CCCCC4)nc3)n2)cc1 the results were mHTT CaM bind -14 and Pf apPOL block -2.
For O=C(NCCCN1CCOCC1)c1ccc(Cl)cc1Cl the results were mHTT CaM bind -6 and Pf apPOL block -6.
Screening CC(=O)Nc1cc(C2CC2)[nH]n1 returned Pf apPOL block -3.
For COc1ccc(C2C(C#N)=C(N)N(c3ccc(OC)cc3OC)C3=C2C(=O)CC(C)(C)C3)cc1 (stereo not drawn) the results were mHTT CaM bind 23 and Pf apPOL block 1.
`c1ccc(CN2CCc3nc(N4CCN(c5ccccn5)CC4)ncc3C2)nc1` gave mHTT CaM bind 20 and Pf apPOL block 3.
`Cc1nn(C)cc1CN1CCCC(Nc2ncnc3c2CCC3)C1` (stereo not drawn) gave mHTT CaM bind 0 and Pf apPOL block 3.
For Cc1ccc(S(=O)(=O)N2CCC(C(=O)N3CC4(C)CC3CC(C)(C)C4)CC2)cc1 (stereo not drawn) the results were mHTT CaM bind 15 and Pf apPOL block -11.
COc1ncccc1CN(C)C(=O)c1ccc(Cl)s1 was read as mHTT CaM bind -5 and Pf apPOL block 1.
Screening NS(=O)(=O)c1ccc(S(=O)(=O)Nc2ccc(Cl)c(Cl)c2)cc1 returned mHTT CaM bind 4 and Pf apPOL block 1.
`COc1ccc(C(C)NC(=O)c2c(C)noc2-c2cccc(C(F)(F)F)c2)cc1` (stereo not drawn) gave mHTT CaM bind -5 and Pf apPOL block -1.
`COc1cccc(Oc2c(C)oc3cc(OC(=O)c4ccc5c(c4)OCO5)ccc3c2=O)c1` gave mHTT CaM bind -2 and Pf apPOL block 3.
COc1ccc(OC)c(/C=C(\C#N)c2nc3ccc(C)cc3[nH]2)c1 was read as mHTT CaM bind -21 and Pf apPOL block 2.
`O=C(CN1N=NC2C(=O)N(c3ccc(Cl)cc3)C(=O)C21)Nc1ccc2c(c1)OCO2` (stereo not drawn) gave mHTT CaM bind 14 and Pf apPOL block 8.
`COc1ccc(-c2c(C)oc3cc(OCC(=O)O)ccc3c2=O)cc1` gave mHTT CaM bind -2 and Pf apPOL block 0.
For COc1ccc(Cc2nnc(NC(=O)Cn3cnc4c3c(=O)n(C)c(=O)n4C)s2)cc1 the results were mHTT CaM bind 2 and Pf apPOL block -1.
`CCCC(=O)N1CCc2nc(Cc3cccc(C)c3)[nH]c(=O)c2C1` gave mHTT CaM bind -6 and Pf apPOL block 0.
For O=C(Cn1nc(N2CCCCCC2)c2ccccc2c1=O)Nc1ccccc1F the results were mHTT CaM bind -8 and Pf apPOL block 1.

Of the compounds above, these have a Cl atom.
Screening C#CCOc1ccc(Cl)cc1/C=C1/C(=O)ON=C1C returned mHTT CaM bind 12 and Pf apPOL block 3.
Cc1c(N)cccc1-c1nc2cc(Cl)ccc2o1 was read as mHTT CaM bind -10 and Pf apPOL block -7.
For CCN1c2ccc(F)cc2C(=O)NC12CCN(C(=O)c1ccc(Cl)cc1)CC2 the results were mHTT CaM bind 6 and Pf apPOL block -2.
Screening Cc1cc(C)nc(Nc2ncc(O)n2-c2ccc(Cl)cc2)n1 returned mHTT CaM bind 2 and Pf apPOL block 52*.
`O=C1c2ccccc2C2(c3ccccc3)N1CCN2C(=O)C(Cl)(Cl)Cl` (stereo not drawn) gave Pf apPOL block 4.
`Cn1ncc(N2CCCC(C(=O)N3CCN(c4ccc(Cl)cc4)CC3)C2)cc1=O` (stereo not drawn) gave mHTT CaM bind 30 and Pf apPOL block -7.
Screening COc1ccc(-c2cn(-c3ccc(Cl)cc3)c(=O)[nH]2)cc1 returned mHTT CaM bind 20 and Pf apPOL block 3.
For Cc1cc(C)c(CSCCNC(=O)Nc2ccc(Cl)cc2)c(C)c1 the results were Pf apPOL block 5.
`CC(=O)Nc1cccc(N2CC(C(=O)Nc3ccc(C)c(Cl)c3)CC2=O)c1` (stereo not drawn) gave mHTT CaM bind -1 and Pf apPOL block 2.
Screening COc1cc(Cl)c(S(=O)(=O)NCc2cccnc2)cc1Cl returned mHTT CaM bind 0 and Pf apPOL block 0.
`CCOc1ccc(NC(=O)c2nnn3c2COC(c2ccc(Cl)cc2)C3)cc1` (stereo not drawn) gave mHTT CaM bind 13 and Pf apPOL block -3.
Screening COc1cc(N)c(Cl)cc1NC(=O)c1ccccc1 returned mHTT CaM bind 13 and Pf apPOL block 3.
For O=C(NCCCN1CCOCC1)c1ccc(Cl)cc1Cl the results were mHTT CaM bind -6 and Pf apPOL block -6.
COc1ncccc1CN(C)C(=O)c1ccc(Cl)s1 was read as mHTT CaM bind -5 and Pf apPOL block 1.
Screening NS(=O)(=O)c1ccc(S(=O)(=O)Nc2ccc(Cl)c(Cl)c2)cc1 returned mHTT CaM bind 4 and Pf apPOL block 1.
`O=C(CN1N=NC2C(=O)N(c3ccc(Cl)cc3)C(=O)C21)Nc1ccc2c(c1)OCO2` (stereo not drawn) gave mHTT CaM bind 14 and Pf apPOL block 8.
